CBFb-RUNX1 inh: blocks binding between human CBF-beta and RUNX1. Q01196+Q13951. AlphaScreen CBFb-His/RUNX1-biotin binding, biochemical. Potency, µM (doses to about 59.8 µM), inactives show at the highest dose activity, negative = inhibition, hits mostly inhibitors. 230,000 tested, under 10 active. AID 1477; note: % of control where 0% means no effect
Target sequence (Q01196 whole entry, looked up): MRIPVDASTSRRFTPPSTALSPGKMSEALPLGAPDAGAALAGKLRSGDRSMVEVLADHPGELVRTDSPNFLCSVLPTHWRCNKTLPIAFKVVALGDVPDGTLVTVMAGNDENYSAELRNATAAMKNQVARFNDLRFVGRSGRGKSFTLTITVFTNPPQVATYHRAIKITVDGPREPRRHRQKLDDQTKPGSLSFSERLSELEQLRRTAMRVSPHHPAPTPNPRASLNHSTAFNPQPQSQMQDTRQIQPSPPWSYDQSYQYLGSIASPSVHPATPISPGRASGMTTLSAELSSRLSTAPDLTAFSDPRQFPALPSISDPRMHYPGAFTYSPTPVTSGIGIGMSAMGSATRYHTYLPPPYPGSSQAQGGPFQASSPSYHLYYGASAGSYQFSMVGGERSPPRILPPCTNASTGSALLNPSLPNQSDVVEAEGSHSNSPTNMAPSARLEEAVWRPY
Target sequence (Q13951 whole entry, looked up): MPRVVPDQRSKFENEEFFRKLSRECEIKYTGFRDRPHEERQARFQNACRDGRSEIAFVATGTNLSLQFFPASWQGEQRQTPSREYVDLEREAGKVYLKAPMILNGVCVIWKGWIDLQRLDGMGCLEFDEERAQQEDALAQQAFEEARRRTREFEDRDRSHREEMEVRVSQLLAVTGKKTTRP
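Proteins preincubated together for 20 min at RT before compound addition; 15 min later, nickel and streptavidin beads were added and left 90 min prior to AlphaScreen measurement.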
HTT aggregate: inhibitors of mutant huntingtin aggregate formation in PC12 cells. PC12 HttQ103-GFP aggregates, Acumen cytometry, 40 h. Potency, µM (titrated, usually from 46.1 µM), for the others: at the highest dose activity change, negative = inhibition, actives largely listed as inhibitors. 220,000 compounds, 1.1% hits; note: potency is the fitted concentration of half-maximal effect; % is set by controls: 0 for no effect and ±100 for the full control effect; nearly all actives have a fitted effect of over 60% in size
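Read-out: GFP aggregate count by laser scanning cytometer (488 nm excitation, 500-530 nm emission, 1–25 µm objects >6 SD above background). Cells: PC12, inducible HTTex1-Q103-GFP, 100 nM tebufenozide; compounds titrated.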
KinaseGlo FLuc: counter-screen: inhibitors of Kinase-Glo firefly luciferase; Q27757; Kinase-Glo luciferase, ATP luminescence, 8 min; Potency, µM (top dose mostly 38.3 µM), for inactives: at the top dose activity change, negative = inhibition, actives largely listed as inhibitors; 200,000 compounds, 0.28% hits; note: potency is the fitted concentration of half-maximal effect; % is set by controls: 0 for no effect and ±100 for the full control effect; nearly all actives have a fitted effect of over 60% in size
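Kinase-Glo luciferase light output from ATP and luciferin was measured with 10 uM ATP, within the enzyme's linear range. Buffer: 50 mM imidazole pH 7.2, 50 mM KCl, 7 mM MgCl2, 0.01% Tween 20, 0.05% BSA; luminescence read after 8 min at ambient temperature.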
SMN2 splice enh: SMN2 splice variant enhancement; HEK293 SMN2-luciferase splicing reporter, luminescence, 30-36 h; Potency, µM (series often up to 46.1 µM), without a hit: at the top dose activity change, positive = activation, actives largely listed as activators; 210,000 compounds, 2.8% hits; AID 1458; note: potency is the fitted concentration of half-maximal effect; % of control where 0% means no effect; nearly all actives have a fitted effect of over 55% in size
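HEK293 cells carry an SMN2 […]–luciferase reporter in which exon 7 inclusion puts luciferase in frame. Cells were plated 10-12 h before compound addition, then incubated 30-36 h at 37C. ONE-Glo luminescence was read; sodium butyrate at 4.5 mM final served as control.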
HTT ATP protect: cytoprotection in Huntington HTT-Q103 PC12 cell model; PC12 HTT-Q103 induced, cytoprotection, ATP luminescence, 40 h; Potency, µM (highest dose often 56.4 µM), without a hit: cytoprotection (ATP increase), usual class: activators; 230,000 compounds, 0.14% hits; AID 1471;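 note: potency is the fitted concentration of half-maximal effect; % of control where 0% means no effect; nearly all actives have a fitted effect of over 45% in size; toxic huntingtin expression switched on by the ecdysone agonist tebufenozide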
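Rat PC12, Q103 Htt exon1-GFP fusion, ecdysone promoter; tebufenozide inducer 100 nM final; compound titration; qHTS, 1500 cells/well; ATPlite luminescent read.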
IMPase Li cell: cell-permeable IMPase inhibitors with lithium potentiation | CHO-M1 cells, IP1 TR-FRET (IP-One), carbachol + lithium | 210,000 compounds, 0.35% hits | Potency, µM (series often up to 59.4 µM), without a hit: top-dose activity, negative = IMPase inhibition, hits mostly inhibitors;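 note: IP1 builds up when IMPase is blocked and the TR-FRET signal falls; potency is the fitted concentration of half-maximal effect; plate controls were basal vehicle for no effect and high inhibitor control for full effect; nearly all actives have a fitted effect of over 50% in size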
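Test compounds were applied to CHO-M1 cells previously cultured for 16–30 h at 2000 per well. A small lithium amount accompanied them; after 30 min at 37C, IP1 was quantified by TR-FRET.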
Lamin A splicing: LMNA splicing modulation; HeLa LMNA splicing GFP/RFP minigene ratio, 48 h; Potency, µM (highest dose often 46.1 µM), inactives show top-dose ratio change, negative = inhibition, hits mostly inhibitors; 200,000 compounds, 0.01% hits; active = well fitted inhibition curve with a large enough effect in the signal ratio, with a control signal flat, not every such curve was filed as active; inconclusive = small, poorly fitted or top-dose-only effect, or effect the other way, or a change in a side signal; the % refers to the signal ratio; note: potency is the fitted concentration of half-maximal effect; % is set by controls: 0 for no effect and ±100 for the full control effect
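Read-out is the ratio of GFP to DsRed2 object intensity, acquired by 488 nm laser-scanning cytometry on HeLa lamin A-EGFP minigene reporter cells. Compound incubation 48 hrs at 37 °C in Opti-MEM with 2% FBS; DMSO 0.5% final.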
Numbers without * were called inactive; u = inconclusive; x = not tested or not shown; [ ] = dose if it differs, or a comment. Unless noted, calls come from the whole dose curve; as a rule, active = well fitted curve in the direction sought with a large enough effect; inconclusive = small, poorly fitted or top-dose-only effect, or another doubt; inactive = no such curve, though single readings can be large; an effect the other way counts as inactive or inconclusive.

SMILES	CBFb-RUNX1 inh	HTT aggregate	KinaseGlo FLuc	SMN2 splice enh	HTT ATP protect	IMPase Li cell	Lamin A splicing
CC(NC(=O)c1ccccc1)(C(=O)O)C(=O)O	x	x	-4%[7.66 µM]	-11%[9.22 µM]	1%[10 µM]	-7%	x
CCOC(=O)CC(=O)CSc1ncnc2c1nnn2-c1ccc(OC)cc1	0%	-1%	-2%	-4%	-20%	-8%	3%[46 µM]
O=c1sc2ccccc2n1Cc1ccccc1	11%	-9%[9.22 µM]	2%	-2%	-5%[10 µM]	9%	u
O=C(O)C1CCCN1C(=O)Nc1ccc(F)cc1 (centres undefined)	-6%	0%	2%	1%	9%	8%[38.3 µM]	4%
FC(F)(F)c1nnc2ccc(N3CCN(c4ccccc4)CC3)nn12	1%	5%	2%	3%	5%	23%[38.3 µM]	11%
Cc1noc(C)c1C(=O)N1CCC2(CCN(Cc3ccncc3)CC2)CC1	x	x	2%	1%	-6%	12%	x
COc1cc(-c2cc(C(=O)NCCc3ccc(S(N)(=O)=O)cc3)c3ccccc3n2)cc(OC)c1OC	2%	-7%[9.22 µM]	x	x	-14%[10 µM]	x	x
COc1ccc(C(CNC(=O)c2ccc3c(c2)C(=O)N(CCC(C)C)C3=O)N2CCOCC2)cc1 (centres undefined)	3%	-10%	-1%	-21%	-4%[10 µM]	10%[38.3 µM]	13%
CC(C)C(=O)N1CCC(CN=CC2=C(O)CC(C)(C)CC2=O)CC1	-1%	-8%	-1%	8%	20%[10 µM]	-4%	3%
COc1ccccc1C(=O)NC(=S)Nc1ccc(N2CCCC2)cc1	-16%	14%	3%	3%	12%[10 µM]	2%	-4%
CN1C(=O)C2(NCCc3c2[nH]c2ccccc32)c2ccccc21 (centres undefined)	13%	-4%	-4%	9%	0%	20%[38.3 µM]	10%
CCN(C(=O)c1ccc(C)c(Br)c1)c1ccccc1	12%	-4%	-1%	-9%	x	14%	x
C[C@]12C=CC(=O)C=C1CC[C@@H]1[C@H]3C[C@@H](O)[C@](O)(C(=O)CO)[C@@]3(C)C[C@H](O)[C@]12F	23%[21.7 µM]	x	-2%[17.1 µM]	0%[20.6 µM]	-46%[inhibitor][17.1 µM]	6%	25%
Cc1ccc(-c2csc3ncn(Cc4ccc(C(=O)O)cc4)c(=O)c23)cc1C	-3%	10%	1%	-1%	-13%[10 µM]	9%	-1%[46 µM]
COc1ccc(C2OCC3(CO2)SC(=O)NC3=O)cc1 (centres undefined)	12%	-15%	0%	3%	-9%[10 µM]	0%	-7%
C[C@H](NC(=O)OCc1ccccc1)C(=O)NNC(=O)[C@H](Cc1ccccc1)NC(=O)OC(C)(C)C	4%	35%[9.22 µM]	x	x	-9%[10 µM]	x	x
COc1cccc(N2CN(C3CCCCC3)CNC2=S)c1	13%	-22%[9.22 µM]	x	x	4%[10 µM]	x	x
O=c1cc(N2CCCCC2)[nH]c(=O)n1C1CCCCC1	10%	5%[9.22 µM]	x	x	-7%[10 µM]	1%	x
Cn1ncc(C(=O)Nc2ccc(OC(F)(F)F)cc2)c1-n1cccc1	10%	-19%[9.22 µM]	x	x	6%[10 µM]	x	x
CCN1CCN(C(=S)Nc2cc(C(=O)OC)ccc2C(=O)OC)CC1	7%	-16%	2%	-20%	-5%	-3%	16%[9.22 µM]
CC(C)(C)c1ccc(C2=NC(=O)C(CC(=O)O)S2)cc1 (centres undefined)	4%	1%[9.22 µM]	x	x	-8%[10 µM]	x	x
CCCCCCCN=C(C)c1ccccc1O	0%	1%[9.22 µM]	x	x	9%[10 µM]	x	x
Cc1ccc(CNC(=O)Nc2ccccc2)cc1	4%	1%	-9%	16µM*	-67%[inhibitor][10 µM]	21%[38.3 µM]	-4%
C[N+]1(CCOC(=O)C2(c3ccccc3)CCCC2)CCCCC1	3%	u	0%	5%	-28%	22%	x
CC(NC(=O)Nc1ccc([N+](=O)[O-])cc1)C(c1cccs1)N1CCCC1 (centres undefined)	-10%	-6%	-2%	-10%	-12%[10 µM]	7%	7%
COc1ccc(C(=O)N2CCSC2=S)cc1OC	-2%	30%	-3%	-8%	-18%[10 µM]	15%[38.3 µM]	2%
CN1CCN(C2=C(Cl)C(=O)N(Cc3ccccc3)C2=O)CC1	1%	6%	1%	7%	-9%	9%[38.3 µM]	-2%
CCN(CC)c1ccc(NC(=O)CN2C(=O)CC(C)(C)S(=O)(=O)c3ccccc32)c(C)c1	4%	-24%	0%	-5%	36%[10 µM]	40%[activator][38.3 µM]	-12%
COc1cc(NC(=O)C(F)(F)F)cc(OC)c1	7%	-1%	-1%	6%	-4%	-3%[38.3 µM]	3%
O=C(NC1CCCCCCC1)c1ccc(CNc2c(N3CCOCC3)c(=O)c2=O)cc1	4%	0%	4%	21%	-4%[10 µM]	1%	-8%
COc1cc(C(=O)OCC(=O)NC(=O)c2cccn2C)ccc1OC(F)F	-7%	-6%	1%	-1%	u	u	x
Cc1cc(N=Nc2c(O)c3ccccc3[nH]c2=O)ccc1N=Nc1ccc(C(=O)N(C)C)cc1	u	-9%[9.22 µM]	x	x	2%[10 µM]	x	x
Cc1cc(C)cc(NC(=O)CSc2nnc(Cn3c(=O)sc4ccccc43)n2C)c1	-3%	7%	-1%	10%	10%[10 µM]	4%	-7%
O=C(NC(=S)NCc1ccncc1)c1ccccc1	5%	8%	1%	0%	-58%[inhibitor]	-2%	-2%[46 µM]
COc1ccc(N2CCN(c3cc(C)c4ccccc4n3)CC2)cc1	-29%	-25%	-3%	-28%	-19%	16%	u
O=C(CNC(=O)c1cccc(Br)c1)N/N=C/c1cc(Br)cc(Br)c1O	-5%	u	1%	-2%	-86%[inhibitor]	-20%	u
O=C(/C=C/c1ccccc1[N+](=O)[O-])N1CCCCC1	-9%	-18%	-1%	12%	u	-2%	x
COCCNC(=S)NNc1cccc(C(=O)O)c1	1%	5%	9%	-2%	11%	12%	11%[9.22 µM]
CC(C)CN1CCNC(=O)C1CC(=O)NCCCN1CCCc2ccccc21 (centres undefined)	u	-10%[9.22 µM]	-4%	0%	6%[10 µM]	10%	x
O=C(c1ccco1)N1CCN(C2CC(=O)N(c3ccccc3)C2=O)CC1 (centres undefined)	4%	20%[9.22 µM]	5%	19%	-15%	23%[38.3 µM]	7%
COc1ccc(O)c(C(=O)c2cnc3c(c2)c(-c2ccc(F)cc2)c(C#N)c(=O)n3C)c1	-29%	3%	-3%	0%	11%	18%	0%[46 µM]
COc1ccc(CNC(=O)C2C3C=CC4(CN(Cc5cccnc5)C(=O)C24)O3)cc1 (centres undefined)	2%	-6%	1%	-19%	-21%	-17%[38.3 µM]	-2%
O=C(Nc1ccc([N+](=O)[O-])cc1Br)c1cc2ccccc2nc1Cl	22%	-27%[9.22 µM]	x	x	-1%[10 µM]	x	x
CC(CCCC(C)(C)O)NC(=O)c1cc(COc2ccc3ncccc3c2)on1 (centres undefined)	3%	x	-3%	-41%[inhibitor]	x	6%	18%[46 µM]
COc1cc(OC)cc(C(=O)Nc2ccccc2NC(C)=O)c1	4%	-28%	-2%	u	-6%	19%[38.3 µM]	-1%
COc1ccc(NC(=S)N(CCc2c(C)[nH]c3ccc(C)cc23)Cc2cccnc2)cc1	2%[2.36 µM]	19%	2%	-8%	x	19%	u
CCOc1ccc(-c2cc(CCCC(=O)NCCCOC)no2)cc1	0%	-5%	-4%	17%	-25%	-12%[38.3 µM]	11%
CCN(CCNC(=O)C1CCN(Cc2nc(-c3ccc(Cl)cc3)oc2C)CC1)c1ccccc1	-10%	u	9%	-22%	-74%[inhibitor][0.074 µM]	21%[38.3 µM]	u
COc1ccc(-c2nnc(SCC(=O)c3ccc[nH]3)n2-c2ccccc2)cc1	-22%	12%	-4%	16%	5%[10 µM]	1%	u
CCOC(=O)c1c(-c2cccc([N+](=O)[O-])c2)csc1NC(=O)CCCOc1ccccc1OC	-12%	0%	2%	x	-6%[10 µM]	20%	-5%
New compounds follow
SMILES	CBFb-RUNX1 inh	HTT aggregate	KinaseGlo FLuc	SMN2 splice enh	HTT ATP protect	IMPase Li cell	Lamin A splicing
COc1ccc(CNC(=O)CCNS(=O)(=O)c2ccc(C)cc2)cc1	-2%	-17%	-3%	-7%	14%	11%[38.3 µM]	6%
CCc1nc(SCC(=O)NCc2ccco2)c2c(=O)n(C)c(=O)n(C)c2n1	3%	-21%	0%	-15%	-8%	-4%[38.3 µM]	1%
CC1CCCCC1NC(=S)Nc1ccc(SC(F)F)cc1 (centres undefined)	11%	u	-3%	u	-53%[inhibitor]	34%[activator][38.3 µM]	-11%
O=C(O)CSC(=S)N1CCCCC1	-1%	u	3%	-2%	4%[10 µM]	0%	-2%
O=c1cc(O)c(-c2cccc(C(F)(F)F)c2)c(Cl)[nH]1	23%	18%	3%	2%	-9%	-2%	7%[46 µM]
COCn1ccnc1C(O)(c1ccc(OC)cc1)c1ccc(OC)cc1	3%	11%	0%	10%	x	-4%	u
NC(=O)c1oc2ccccc2c1NC(=O)C1COc2ccccc2O1 (centres undefined)	0%	-2%	1%	24%	11%	7%	u
COc1ccc(OC)c(-c2csc(N(C)C(=O)Cc3ccccc3)n2)c1	8%	21%	0%	-44%[inhibitor]	-21%	8%	34%[46 µM]
CC(C)(C)c1ccc(OC(=O)Cn2c(C(F)(F)F)nc3ccccc32)cc1	-2%	16%	3%	-7%	-19%	36%[activator][38.3 µM]	6%
CC(=Nc1ccc(C)cc1C)c1sc2ccccc2c1O	u	-25%	-3%	11µM*	-135%[inhibitor]	18%	u

Nothing new here: 4 of the compounds above.
SMILES	CBFb-RUNX1 inh	HTT aggregate	KinaseGlo FLuc	SMN2 splice enh	HTT ATP protect	IMPase Li cell	Lamin A splicing
NC(=O)c1oc2ccccc2c1NC(=O)C1COc2ccccc2O1 (centres undefined)	0%	-2%	1%	24%	11%	7%	u
COc1ccc(OC)c(-c2csc(N(C)C(=O)Cc3ccccc3)n2)c1	8%	21%	0%	-44%[inhibitor]	-21%	8%	34%[46 µM]
CC(C)(C)c1ccc(OC(=O)Cn2c(C(F)(F)F)nc3ccccc32)cc1	-2%	16%	3%	-7%	-19%	36%[activator][38.3 µM]	6%
CC(=Nc1ccc(C)cc1C)c1sc2ccccc2c1O	u	-25%	-3%	11µM*	-135%[inhibitor]	18%	u

High-throughput results deposited in PubChem BioAssay by National Center for Advancing Translational Sciences (NCATS).
